# Bioassay records as filed in PubChem BioAssay.
# Coupling enz: inhibits coupling enzyme system, counter-screen for aldolase hits | actives 0.67% (n = 290,000) | coupling enzyme system counterscreen, AmpLite Red fluorescence | AID 2472 | activity change, negative = inhibition, % at 58.2 µM, hits read low; in the data active = activity change below about -30%
#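 Fluorescence at 525 nm excitation and 598 nm emission measured inhibition of the coupled detection system without aldolase. Compounds (at 57.5 uM final) were preincubated 10 min at room temperature with coupling enzyme reagent before a 20 min substrate/AmpLite Red step.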
# FLuc modulator: inhibits or activates purified firefly luciferase, miR-21 counter-screen; P08659; Potency, µM (top dose mostly 57.5 µM), for inactives: at the highest dose activity change, negative = inhibition, actives largely listed as inhibitors; actives 6.9% (n = 360,000); purified FLuc, Km substrates, luminescence inhibition;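 also: potency is read from the fitted curve at half-maximal effect; plate controls were vehicle for no effect and reference inhibitor for full effect; nearly all actives have a fitted effect of over 55% in size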
# Target sequence (P08659 whole entry, looked up): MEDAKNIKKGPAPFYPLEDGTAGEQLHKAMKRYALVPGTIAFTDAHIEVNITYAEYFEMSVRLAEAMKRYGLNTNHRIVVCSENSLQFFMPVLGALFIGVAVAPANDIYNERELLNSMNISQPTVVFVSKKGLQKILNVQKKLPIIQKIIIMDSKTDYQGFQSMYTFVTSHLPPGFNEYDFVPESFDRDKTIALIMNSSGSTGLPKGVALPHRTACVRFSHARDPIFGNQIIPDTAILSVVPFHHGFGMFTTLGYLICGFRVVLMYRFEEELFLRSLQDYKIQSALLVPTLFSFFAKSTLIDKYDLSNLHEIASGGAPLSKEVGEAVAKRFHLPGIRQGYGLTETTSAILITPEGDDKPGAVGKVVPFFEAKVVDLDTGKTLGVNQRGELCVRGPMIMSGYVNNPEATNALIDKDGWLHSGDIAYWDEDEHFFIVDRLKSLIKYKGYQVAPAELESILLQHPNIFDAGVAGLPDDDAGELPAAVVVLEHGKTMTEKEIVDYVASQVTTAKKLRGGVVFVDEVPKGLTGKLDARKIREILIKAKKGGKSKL
#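 Purified P. pyralis luciferase (10nM final) with 10uM D-luciferin and 10uM ATP (Km levels) in 50mM Tris acetate pH 7.5, 10mM Mg acetate, 0.01% Tween-20, 0.05% BSA; qHTS 6-point titration, ~60 µM downward; luminescence read.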
# Giardia kill: Giardia lamblia killing; Giardia lamblia trophozoite viability; activity change, % at 7.66 µM, hits read low; actives 0.15% (n = 340,000); AID 540267; in the data active = activity change below about -80%; inconclusive = between about -30% and that limit;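 also: parasites exposed to compound for two days anaerobically before the ATP read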
#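 Compounds were tested on trophozoites seeded at 100 cells/well and held 48 hrs at 37 deg C anaerobically. An ATP-based luminescent kit measured the remaining live cells.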
# KCNH2 3.1 block: inhibitors of human KCNH2 3.1 potassium channel isoform; actives 0.95% (n = 340,000); U2OS KCNH2 3.1, thallium flux FluxOr; hits give low values; activity change, % (tested at about 1.8 µM);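 active = maximum activity change below -70%; inconclusive = maximum activity change from -70% to -50%; inactive = maximum activity change above -50%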;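 also: thallium influx rate constant from kinetic fluorescence after stimulation buffer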
#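 We transduce U2OS cells with the mutant 3.1 virus, culture them overnight, load FluxOr with Red40 quencher for 45 min, then add stimulation buffer and read kinetically for 2 min to derive a normalized rate constant.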
# RORgamma inh: blocks mouse ROR gamma transcriptional activity. Potency, µM (series often up to 53.6 µM), for the others: at the top dose activity change, negative = inhibition, usual class: inhibitors. AID 2551. actives 5.4% (n = 310,000). P51450. Drosophila S2 Gal4-RORgamma UAS-luciferase reporter, 20 h; also: potency is read from the fitted curve at half-maximal effect; nearly all actives have a fitted effect of over 60% in size
# Target sequence (P51450 whole entry, looked up, the tested form may be a part): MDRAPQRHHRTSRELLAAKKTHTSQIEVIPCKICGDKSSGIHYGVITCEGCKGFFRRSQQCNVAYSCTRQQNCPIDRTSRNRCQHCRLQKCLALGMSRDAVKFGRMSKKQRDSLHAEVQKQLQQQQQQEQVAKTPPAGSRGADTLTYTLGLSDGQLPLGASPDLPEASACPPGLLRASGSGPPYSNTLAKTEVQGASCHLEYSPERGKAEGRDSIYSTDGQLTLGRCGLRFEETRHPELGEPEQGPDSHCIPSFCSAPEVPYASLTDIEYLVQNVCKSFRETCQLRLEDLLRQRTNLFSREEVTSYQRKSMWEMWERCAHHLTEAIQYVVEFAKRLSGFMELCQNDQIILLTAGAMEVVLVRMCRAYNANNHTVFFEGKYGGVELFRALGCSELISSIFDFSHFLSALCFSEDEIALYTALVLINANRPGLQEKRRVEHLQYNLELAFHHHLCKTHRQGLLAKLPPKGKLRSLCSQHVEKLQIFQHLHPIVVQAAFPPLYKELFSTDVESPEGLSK
#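 Drosophila S2 cells stably expressing Gal4-DBD/mouse RORγ fusion under metallothionein promoter plus UAS-luciferase; compound 1 h, then 700 uM CuSO4 induction for 20 h at ambient temperature; inhibition read as reduced luminescence.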
# Gal4-VP16 FLuc: inhibits Gal4-VP16 luciferase reporter, ROR gamma counter-screen; Potency, µM (top dose mostly 53.6 µM), for the others: at the top dose activity, negative = inhibition, actives largely listed as inhibitors; Drosophila S2 Gal4-VP16 UAS-luciferase, luminescence, 20 h; actives 3.5% (n = 310,000);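 also: Gal4-VP16 expression switched on by copper sulfate through the metallothionein promoter; potency is read from the fitted curve at half-maximal effect; nearly all actives have a fitted effect of over 50% in size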
# The depositor's hits bear a star; ? = inconclusive; . = not tested or not shown; & = joins results of further samples; ! = not active in a repeat. Unless noted, calls follow the shape of the dose curve; as a rule, active = well fitted curve in the direction sought with a large enough effect; inconclusive = small, poorly fitted or top-dose-only effect, or another doubt; inactive = no such curve, though single readings can be large; an effect the other way counts as inactive or inconclusive. Unless noted, % is scaled to controls: 0 for no effect and ±100 for the full control effect. Only part of the results is shown; count on the stated rates, not on these rows.
SMILES,Coupling enz,FLuc modulator,Giardia kill,KCNH2 3.1 block,RORgamma inh,Gal4-VP16 FLuc
CC1(C)C2C[C@@H](O)[C@]3(C)C(CC[C@@]4(C)[C@H](c5ccoc5)C[C@H]5O[C@]543)[C@@]2(C)[C@@H](O)C[C@H]1O (some centres not stated),-0.6,.,.,.,-38.0%,-1.8%
CCCCC/C=C\C/C=C\C/C=C\C/C=C\CCCC(=O)NCCc1ccc(O)c(O)c1,-24.0&1.5,.,.,.,11.2µM*!,-27.9%&-3.2%
Cc1[nH]cnc1CCN,-1.6,.,.,.,-20.9%,-6.2%
C=CCN1C(=O)C2(C(C(=O)OC)=C(N)Oc3c2c(=O)oc2ccccc32)c2ccccc21 (configuration not stated),.,.,-24.8,.,.,.
COc1cccc(C2SCC(=O)Nc3c2c(C)nn3-c2ccc(C)c(Cl)c2)c1OC (configuration not stated),.,4.7%,.,.,.,.
CCc1ccc(NC(=O)c2cnc3sc(N4CCCC4)nn3c2=O)cc1,.,?,.,.,.,.
Cc1cccc(OCC(=O)N2CCN(CCc3ccccn3)CC2)c1,.,4.7%,.,.,.,.
CCc1ccc(-n2nc(C)c3c2NC(=O)CSC3c2ccc(OC)cc2OC)cc1 (configuration not stated),.,-1.3%,.,.,.,.
O=c1c2ccccc2nc(/C=C/c2ccccc2)n1-c1ccccc1F,.,1.3%,.,.,.,.
CC(C)(C)c1ccc(C(=O)Nc2ccc(Cl)cc2C(=O)c2ccccc2)cc1,.,-5.0%,.,.,.,.
Cc1nnc(NC(=O)c2cccn(Cc3ccccc3F)c2=O)s1,.,-19.5%,.,.,.,.
Cc1ccc(CNC(=O)CCCn2c(=O)c3sccc3n(CC(=O)Nc3c(C)cccc3C)c2=O)cc1,.,5.3%,.,.,.,.
Cc1cccc(-n2c(/C=C/c3c[nH]c4ccccc34)nc3ccccc3c2=O)c1,.,-0.9%,.,.,.,.
Cc1cccc(OC(C)C(=O)NCC2(N(C)C)CCCCC2)c1C (configuration not stated),.,-2.6%,.,.,.,.
COc1ccc(-c2nc(CN3C(=O)CN=C(c4ccccc4)c4ccccc43)c(C)o2)cc1OC,.,-9.9%,.,.,.,.
CCN(CC)C(=O)c1ccc(NC(=O)CCn2nc(-c3ccc(C)cc3)c3ccccc3c2=O)cc1,.,-18.6%,.,.,.,.
COc1ccc2c(c1)-c1nc(NC(=O)c3ccc(Cl)cc3)sc1CC2,.,?,.,.,.,.
Cc1cccc(Cn2cccc(C(=O)Nc3ccc(F)cc3F)c2=O)c1,.,-3.0%,.,.,.,.
Cc1ccc(-n2c(/C=C\c3ccc(F)c(F)c3)nc3ccccc3c2=O)c(C)c1,.,1.3%,.,.,.,.
Cc1ccc(-n2c(/C=C\c3ccc(F)cc3)nc3ccccc3c2=O)cc1Cl,.,1.6%,.,.,.,.
Cc1ccc(CCNC(=O)C2CCCN(Cc3nc(-c4cccc(Cl)c4)oc3C)C2)cc1 (configuration not stated),.,?,.,.,.,.
CCN(CC)CCSc1nc2ccccc2c(=O)n1-c1ccc(Cl)cc1,.,-0.4%,.,.,.,.
CSc1ccc(/C=C/c2nc3ccccc3c(=O)n2-c2cccc(Cl)c2C)cc1,.,-0.8%,.,.,.,.
COc1cccc(NC(=O)c2cccn(Cc3ccccc3C)c2=O)c1,.,?,.,.,.,.
N#Cc1cc2c(nc1SCC(=O)Nc1ccc(F)c(Cl)c1)C1CCN2CC1,.,-4.3%,.,.,.,.
Nc1c(C(=O)Nc2ccc(F)c(Cl)c2)sc2nc3c(cc12)N1CCC3CC1,.,8.49µM*,.,.,.,.
COc1cccc(/C=C/c2nc3ccccc3c(=O)n2-c2ccc(Cl)cc2)c1OC,.,4.4%,.,.,.,.
CCCCCc1nc2ccccc2c(=O)n1-c1ccc(C)cc1,.,0.5%,.,.,.,.
Cc1cccc(-n2c(CC3C(=O)Nc4ccc(C)cc43)nc3ccccc3c2=O)c1 (configuration not stated),.,-3.4%,.,.,.,.
O=c1c2ccccc2nc(/C=C/c2ccccc2O)n1-c1ccc(Br)cc1,.,-14.2%,.,.,.,.

# 3 compounds drawn at random from those above, as already listed:
SMILES,Coupling enz,FLuc modulator,Giardia kill,KCNH2 3.1 block,RORgamma inh,Gal4-VP16 FLuc
Cc1cccc(-n2c(/C=C/c3c[nH]c4ccccc34)nc3ccccc3c2=O)c1,.,-0.9%,.,.,.,.
CSc1ccc(/C=C/c2nc3ccccc3c(=O)n2-c2cccc(Cl)c2C)cc1,.,-0.8%,.,.,.,.
CCN(CC)C(=O)c1ccc(NC(=O)CCn2nc(-c3ccc(C)cc3)c3ccccc3c2=O)cc1,.,-18.6%,.,.,.,.

# Other structures follow:
SMILES,Coupling enz,FLuc modulator,Giardia kill,KCNH2 3.1 block,RORgamma inh,Gal4-VP16 FLuc
Cc1ccc(C(=O)Nc2ccccc2)cc1S(=O)(=O)N1CCCC1,.,?,.,.,.,.
CCCC12CN3CC(C)(CN(C1)C3c1ccccn1)C2=O (configuration not stated),.,5.2%,.,.,.,.
Cc1ccc2oc(-c3ccc(Cl)cc3)c(O)c(=O)c2c1,.,?,.,.,.,.
CCOc1ccc2nc(NC(=O)c3cccn(Cc4ccccc4Cl)c3=O)sc2c1,.,?,.,.,.,.
COc1cccc(CN2CCc3nc(N4CCN(c5ncccn5)CC4)ncc3C2)c1,.,?,.,.,.,.
CCn1c(CN2CCN(C)CC2)nc2ccccc21,.,2.0%,.,.,.,.
CCC12CCN(CCc3ccc(F)cc3)CC1Oc1c(O)cccc12 (configuration not stated),.,11.8%,.,.,.,.
Cc1ccc(-n2c(/C=C/c3cc(Br)cs3)nc3ccccc3c2=O)cc1C,.,-6.3%,.,.,.,.
COc1ccccc1NC(=O)c1oc2ccccc2c1NC(=O)c1ccccc1C(F)(F)F,.,10.7µM*,.,.,.,.
CCC(C(=O)Nc1ccccc1F)N1C(=O)CN=C(c2ccccc2)c2ccccc21 (configuration not stated),.,-10.5%,.,.,.,.
Cc1ccc(OCC(=O)N2CCN(CCc3ccncc3)CC2)cc1C,.,2.7%,.,.,.,.
Cc1cccc(CN2C(=O)CN=C(c3ccccc3)c3cc(Cl)ccc32)c1,.,-1.6%,.,.,.,.
O=C(COc1ccccc1Cl)N1CCN(CCc2ccncc2)CC1,.,-0.4%,.,.,.,.
COc1ccc(NC(=O)c2cccn(Cc3ccc(Cl)cc3)c2=O)c(OC)c1,.,-10.6%,.,.,.,.
CCC(=O)N1CC(=O)Nc2ccc(C)cc2C1c1ccc(F)cc1 (configuration not stated),.,1.3%,.,.,.,.
O=C(Nc1ccc(Br)cc1C(=O)c1ccccc1Cl)c1ccc(Br)cc1,.,-2.7%,.,.,.,.
O=C1CC(c2ccc(C(F)(F)F)cc2)c2c(c3ccccc3oc2=O)O1 (configuration not stated),.,?,.,.,.,.
O=C1CC(c2ccc(Br)cc2)c2c(c3ccccc3oc2=O)O1 (configuration not stated),.,?,.,.,.,.
COc1ccc(/C=C/C(=O)Nc2ccc(C)cc2)cc1,.,6.75µM*,.,.,.,.
COc1ccc(CCNc2nccn(-c3ccc(C)c(C)c3)c2=O)cc1OC,.,?,.,.,.,.
COc1ccc(OCC(=O)N2CCN(CCc3ccncc3)CC2)cc1,.,-2.2%,.,.,.,.
O=C(Cn1cc(C(=O)c2ccccc2)c2ccccc21)Nc1ccc(Br)cc1,.,-1.5%,.,.,.,.
CCSc1nnc(NC(=O)c2cccn(Cc3ccccc3Cl)c2=O)s1,.,-0.7%,.,.,.,.
CCOc1ccc2nc(NC(=O)c3cccn(Cc4ccc(C)cc4)c3=O)sc2c1,.,-5.5%,.,.,.,.
CCOc1ccc(CN(CCc2ccc3c(c2)OCO3)Cc2cccc(OC)c2)cc1,.,-6.1%,.,.,.,.
N#Cc1cc([N+](=O)[O-])ccc1NC(=O)c1cccn(Cc2cccc(F)c2)c1=O,.,-5.2%,.,.,.,.
COc1ccc2nc(N3CCN(C(=O)CS(=O)(=O)c4ccc(C)cc4)CC3)sc2c1,.,4.78µM*,.,.,.,.
Nc1c(C(=O)Nc2ccc(Cl)c(C(F)(F)F)c2)sc2nc3c(cc12)N1CCC3CC1,.,-9.1%,.,.,.,.
Cc1c(Cl)cccc1NC(=O)CN1C(=O)C(C)N=C(c2ccccc2)c2ccccc21 (configuration not stated),.,5.8%,.,.,.,.
Cc1ccc(NC(=O)CN2C(=O)CN=C(c3ccccc3)c3ccccc32)cc1,.,1.2%,.,.,.,.

# Copied from the list:
# Result of CCSc1nnc(NC(=O)c2cccn(Cc3ccccc3Cl)c2=O)s1 under FLuc modulator: -0.7%
# Result of N#Cc1cc([N+](=O)[O-])ccc1NC(=O)c1cccn(Cc2cccc(F)c2)c1=O under FLuc modulator: -5.2%

# Next records follow.
SMILES,Coupling enz,FLuc modulator,Giardia kill,KCNH2 3.1 block,RORgamma inh,Gal4-VP16 FLuc
O=c1c2ccccc2nc(/C=C/c2cccc3ccccc23)n1-c1ccc(Cl)cc1,.,-3.5%,.,.,.,.
Cc1cc(C)cc(OCC(=O)Nc2ccc(-c3nc4ccccc4s3)cc2)c1,.,?,.,.,.,.
CS(=O)(=O)c1ccc(C2=C(CNC(=O)c3nccs3)[C@H]3CC[C@@H](C2)N3Cc2ccccc2)cc1,.,.,.,?,.,.
O=C(NCC1=C(c2cccc3ccccc23)C[C@@H]2CC[C@H]1N2Cc1ccco1)c1cccs1,.,.,.,-108.7*,.,.
COC(=O)C1=C(c2ccc(OCc3ccccc3)cc2)C[C@@H]2CC[C@H]1N2C(=O)NCc1ccc(C(C)(C)C)cc1,.,.,.,-8.1,.,.
COc1ccc(CCNC2(C#N)CCCCC2)cc1OC,.,.,.,4.2,.,.
COC(=O)C1=C(c2ccc(OCc3ccccc3)cc2)C[C@@H]2CC[C@H]1N2C(=O)NCc1ccccc1OC,.,.,.,-6.6,.,.
NC1CC2CCCCC2CC1(O)c1ccccc1 (configuration not stated),.,.,.,6.5,.,.
COC(=O)C1=C(c2ccc(OCc3ccccc3)cc2)C[C@@H]2CC[C@H]1N2C(=O)NCc1ccc(OC)cc1,.,.,.,-9.2,.,.
Cc1cc(C(=O)OC(C)C(=O)Nc2ccccc2)c(C)n1C1CC1 (configuration not stated),.,.,.,0.1,.,.
COC(=O)c1cn(Cc2ccc(F)cc2)c2ccccc12,.,.,.,-2.5,.,.
COc1ccc(NC(=S)N2Cc3ccccc3-n3nncc3C2)c(OC)c1,.,.,.,-0.7,.,.
c1ccc(-c2ccc(CN3Cc4ccccc4-n4nncc4C3)cc2)cc1,.,.,.,?,.,.
C[C@H](CO)N1C[C@H](C)[C@H](CN(C)C(=O)Oc2ccccc2)OCc2cnnn2CCCC1=O,.,.,.,4.0,.,.
O=C1NC(=O)C(C2CCOC2=O)N1 (configuration not stated),.,.,.,7.6,.,.
C[C@@H]1CN([C@H](C)CO)C(=O)CCCn2nncc2CO[C@@H]1CN(C)C(=O)Oc1ccc2ccccc2c1,.,.,.,?,.,.
COC(=O)C1=C(c2ccc(OCc3ccccc3)cc2)C[C@@H]2CC[C@H]1N2C(=O)NCc1ccccc1C(F)(F)F,.,.,.,-5.5,.,.
CC(=O)C1CCC2C3CCC4CC(O)CCC4(C)C3CCC12C#N (configuration not stated),.,.,.,1.2,.,.
O=S(=O)(c1ccccc1)N1Cc2ccccc2-n2nncc2C1,.,.,.,1.9,.,.
CCNC(=O)N1Cc2ccccc2-n2nncc2C1,.,.,.,0.2,.,.
